MBNL1 CUG block: blocks human MBNL1 binding to CUG repeat RNA; TR-FRET MBNL1-His/biotin-(CUG)12 binding, 665/545 ratio; AID 2675; Potency, µM (doses to about 57.5 µM), inactives show at the highest dose activity change, negative = inhibition, actives largely listed as inhibitors; 280,000 tested, 0.036% active; Q9NR56; active means well fitted inhibition curve with a large enough effect in the signal ratio, with a control signal flat, not every such curve was filed as active; inconclusive means small, poorly fitted or top-dose-only effect, or effect the other way, or a change in a side signal; inactive means no such curve, though single readings can be large or run the other way; the % refers to the signal ratio; further: on the % scale 0 is the no-effect control and ±100 the full control effect
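Ratiometric TR-FRET (665 over 545 nm, excitation 340 nm) tracks disruption of MBNL1-His/biotin-(CUG)12 complex after 60 min at room temperature, with compounds at 92 nM to 58 uM final.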
NPC1 promoter act: NPC1 promoter activation; Huh7 NPC1 promoter luciferase reporter, 24 h; 320,000 tested, 2.4% active; Potency, µM (top dose mostly 9.22 µM), without a hit: at the highest dose activation, hits mostly activators;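 further: % of control where 0% means no effect; nearly all actives have a fitted effect of over 60% in size; reporter is driven by a mutant NPC1 promoter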
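Stably transfected Huh7 (NPC1 promoter→luciferase), 1500 cells/well in Opti-MEM + 10% FBS, 2 h settle, then compound 24 h at 37 °C. Luminescence after 10 min with Amplite reagent.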
ELG1 genotox: genotoxicity induction in ELG1-luciferase HEK293T cells. HEK293T ELG1-luciferase reporter, luminescence, 16 h. Potency, µM (doses to about 46 µM), without a hit: top-dose activity change, positive = activation, most hits filed as activators. 330,000 tested, 1.3% active. AID 504466; further: % of control where 0% means no effect; nearly all actives have a fitted effect of over 60% in size
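Step 1: seed 2,000 HEK293T ELG1-luciferase cells per well. Step 2: add compound or DMSO, incubate 16 hr at 37 °C. Step 3: ONE-Glo, 30 min at room temperature, read luminescence.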
Rab9 prom act: Rab9 promoter activation; Huh7 Rab9 promoter-luciferase reporter, luminescence, 24 h; 320,000 tested, 2.8% active; Potency, µM (titrated, usually from 9.22 µM), for inactives: at the highest dose activation, negative = inhibition, hits mostly activators; further: % of control where 0% means no effect; nearly all actives have a fitted effect of over 60% in size
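Steps: seed 1500 Huh7 Rab9-luc cells per well, rest 2 h at 37 °C; add compound in DMSO; incubate 24 h; add luciferase reagent, 10 min ambient; read luminescence.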
uPA generation: inhibitors of cell surface uPA generation | cell surface uPA generation assay, qHTS | 330,000 tested, 0.31% active | Potency, µM (highest dose often 38.3 µM), for the others: top-dose activity change, negative = inhibition, usual class: inhibitors; active means well fitted inhibition curve with a large enough effect; inconclusive means small, poorly fitted or top-dose-only effect; inactive means no such curve, though single readings can be large or run the other way; tested in mouse RAW 264.7 cells; further: on the % scale 0 is the no-effect control and ±100 the full control effect; nearly all actives have a fitted effect of over 55% in size
BRCA1 expr act: activators of BRCA1 expression | Potency, µM (doses to about 46.1 µM), for inactives: top-dose activation, most hits filed as activators | 380,000 tested, 1.1% active | MCF7-BRCA1-FFLuc reporter, luminescence, 48 h; response scale: scaled: vehicle 0%, 10 µM genistein 100%; further: nearly all actives have a fitted effect of over 80% in size; some results filed as inactive show a strong effect at the top dose
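Using MCF7 cells harboring a BRCA1 firefly luciferase reporter, plated 2 h before compound pinning, the screen measured luminescence after 48 h incubation. Responses were normalized to DMSO and 10 microM genistein, then fitted for concentration-effect.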
FLuc modulator: counter-screen for miR-21 project: firefly luciferase inhibitors or activators. purified FLuc, Km substrates, luminescence inhibition. P08659. Potency, µM (top dose mostly 57.5 µM), for inactives: top-dose activity change, negative = inhibition, hits mostly inhibitors. 360,000 tested, 6.9% active;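 further: plate controls were vehicle for no effect and reference inhibitor for full effect; nearly all actives have a fitted effect of over 55% in size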
Target sequence (P08659 whole entry, looked up): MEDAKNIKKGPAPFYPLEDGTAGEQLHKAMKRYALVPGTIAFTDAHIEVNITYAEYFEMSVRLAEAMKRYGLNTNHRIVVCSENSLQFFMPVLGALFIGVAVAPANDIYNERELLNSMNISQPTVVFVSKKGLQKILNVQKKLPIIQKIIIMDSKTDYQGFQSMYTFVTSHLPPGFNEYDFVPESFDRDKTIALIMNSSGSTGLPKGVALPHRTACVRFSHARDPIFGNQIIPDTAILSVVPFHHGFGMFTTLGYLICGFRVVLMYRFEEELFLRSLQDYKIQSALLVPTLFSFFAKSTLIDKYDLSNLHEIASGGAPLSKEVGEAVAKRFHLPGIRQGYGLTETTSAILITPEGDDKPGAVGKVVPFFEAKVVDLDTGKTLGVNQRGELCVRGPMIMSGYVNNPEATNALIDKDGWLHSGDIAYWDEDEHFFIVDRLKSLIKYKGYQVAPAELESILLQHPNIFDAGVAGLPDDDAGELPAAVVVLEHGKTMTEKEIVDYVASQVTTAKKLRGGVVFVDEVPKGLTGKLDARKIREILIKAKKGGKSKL
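Biochemical qHTS of compounds, final roughly 60 µM downward over six points, against 10 nM purified firefly luciferase using Km concentrations of substrates (10 uM D-luciferin, 10 uM ATP) in Tris acetate pH 7.5 buffer; luminescence output.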
p53 reactivator: mutant p53 re-activation in reporter cells; 320,000 tested, 0.063% active; H1299 p53-A138V BP100-luciferase reporter, luminescence, 24 h; Potency, µM (doses to about 92.2 µM), for the others: at the top dose activity change, positive = activation, hits mostly activators; further: % of control where 0% means no effect; nearly all actives have a fitted effect of over 45% in size
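H1299 (p53-null), stable ts p53-A138V + BP100-Luc; 1000 cells/well, Opti-MEM/10% FBS; cpd 4 pt, 1:5; 24 h, 37 deg C, 5% CO2; detection reagent 10 min RT; luminescence.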
VP16 counter: counter-screen for ROR gamma inhibitors: Gal4-VP16 reporter | Drosophila S2 Gal4-VP16 UAS-luciferase, luminescence, 20 h | AID 2546 | Potency, µM (highest dose often 53.6 µM), without a hit: at the top dose activity, negative = inhibition, usual class: inhibitors | 310,000 tested, 3.5% active;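 further: Gal4-VP16 expression switched on by copper sulfate through the metallothionein promoter; on the % scale 0 is the no-effect control and ±100 the full control effect; nearly all actives have a fitted effect of over 50% in size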
RORg inh: inhibitors of mouse ROR gamma transcriptional activity; Drosophila S2 Gal4-RORgamma UAS-luciferase reporter, 20 h; Potency, µM (top dose mostly 53.6 µM), for the others: at the highest dose activity change, negative = inhibition, most hits filed as inhibitors; AID 2551; 310,000 tested, 5.4% active; further: on the % scale 0 is the no-effect control and ±100 the full control effect; nearly all actives have a fitted effect of over 60% in size
Target sequence (P51450 whole entry, looked up, the tested form may be a part): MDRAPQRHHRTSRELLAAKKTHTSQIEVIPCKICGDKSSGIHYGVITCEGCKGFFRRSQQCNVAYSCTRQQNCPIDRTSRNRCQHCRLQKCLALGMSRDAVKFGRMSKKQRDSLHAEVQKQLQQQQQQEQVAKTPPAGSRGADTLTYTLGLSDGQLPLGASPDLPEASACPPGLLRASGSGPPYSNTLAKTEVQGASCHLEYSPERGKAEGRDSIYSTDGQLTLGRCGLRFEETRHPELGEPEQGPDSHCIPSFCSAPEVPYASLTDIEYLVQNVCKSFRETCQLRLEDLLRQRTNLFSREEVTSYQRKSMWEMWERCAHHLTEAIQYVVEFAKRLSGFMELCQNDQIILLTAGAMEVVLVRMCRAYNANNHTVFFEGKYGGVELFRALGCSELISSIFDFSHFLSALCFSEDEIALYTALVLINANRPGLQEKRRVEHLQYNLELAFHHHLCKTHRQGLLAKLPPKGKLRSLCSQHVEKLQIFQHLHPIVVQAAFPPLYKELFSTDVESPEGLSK
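Stably transfected Drosophila Schneider cells are the test system, with ROR gamma fused to Gal4 and luciferase under UAS control; luminescence is read after 20 hr of 700 uM copper sulfate induction at ambient temperature.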
* = called active by the depositor; ? = inconclusive; nt = no result given; [ ] = another dose, or the depositor's remark. Unless noted, the call rests on the fitted dose curve; in most records, active means well fitted curve in the direction sought with a large enough effect; inconclusive means small, poorly fitted or top-dose-only effect, or another doubt; inactive means no such curve, though single readings can be large; an effect the other way counts as inactive or inconclusive. Potency means the concentration at half of the fitted maximal effect.

SMILES | MBNL1 CUG block | NPC1 promoter act | ELG1 genotox | Rab9 prom act | uPA generation | BRCA1 expr act | FLuc modulator | p53 reactivator | VP16 counter | RORg inh
COc1ccc(NC(=O)Cn2nc(C(=O)O)c3ccccc3c2=O)cc1Cl | 1% | 0% | 0% | -1% | 1% | -11% | -15% | 2% | 0% | 8%
COc1ccc(O)c(C=Nc2cc(NC(C)=O)c(Cl)cc2Cl)c1 | -14% | 1% | -1% | 1% | -1% | 3% | -2% | 6% | 6% | 4%
O=C(NCC1CCCO1)c1ccccc1-c1nc(-c2ccccc2F)no1 (stereo not drawn) | -1% | 3% | 1% | -3% | 2% | 19% | ? | 9% | 8% | 1%
O=c1cc(Nc2ccc3c(c2)OCCO3)[nH]c(=O)n1Cc1ccc(F)cc1 | ? | -4% | 9% | -1% | 0% | 19% | -18% | ? | -11% | 39%
COc1ccc(N2C(=O)C3[C@@H](C2=O)C2(Cl)C(Cl)=C(Cl)C3(Cl)C2(OC)OC)cc1 (stereo partly drawn) | 2% | -5% | 2% | -8% | -1% | -15% | 4% | -4% | 5% | 2%
Cc1ccc(C(=O)Nc2ccc3nccnc3c2)cc1 | ? | 0.89µM* | ? | 0.45µM* | -9% | ? | 0.95µM* | 0% | ? | -45%
CCOc1cccc2c1OC1(CCCCC1)N1N=C(c3cccnc3)CC21 (stereo not drawn) | 9% | 0% | 11% | 1% | -4% | 30% | 19µM* | ? | ? | ?
Cc1nonc1NC(=O)CSc1nc2ccc(Cl)cc2[nH]1 | 0% | -3% | -8% | 5% | -1% | -12% | 0% | 5% | -3% | -43%
Cc1nc(N2CCN(S(=O)(=O)c3ccc(F)cc3)CC2)c2c(C)c(C)sc2n1 | 14% | -1% | -4% | -7% | 6% | -3% | 0% | 5% | 5% | 2%
CCN(CCn1cccn1)C(=O)c1cc(COc2cc(C)ccc2C)on1 | 3% | 3.5µM* | ? | 3.5µM* | 0% | 13µM* | 9.5µM* | ? | -16% | 11%
Cc1ccnc(N(C(=O)Nc2ccccc2)C2=NCC(C)(C)S2)c1 | -4% | 2.5µM* | ? | ? | 0% | 3.2µM* | 19µM* | 12% | ? | 11µM*
O=C(NCC1CCCO1)c1ccc(Cl)c(S(=O)(=O)Nc2ccccc2)c1 (stereo not drawn) | -5% | 0% | -2% | -6% | -6% | -6% | 3% | 5% | -10% | -12%
CCOc1ccc2ccccc2c1/C=N/NC(=O)c1cc(C)[nH]n1 | ? | 0% | 0% | -1% | 0% | -17% | ? | 2% | 2% | -31%
CC(C)CNC(=O)C(=O)NCCCN1CCOCC1 | -2% | -1% | -2% | 1% | 3% | -5% | 0% | 0% | 5% | -1%
O=C(N/N=C/c1ccc(Cl)cc1)c1n[nH]c2c1CCCC2 | 1% | ? | 8.2µM* | 18% | -5% | 80% | ? | ? | -19% | -1%
Cc1cccc(NC(=O)CCN2CCN(C/C=C/c3ccccc3)CC2)c1 | -4% | -1% | 3% | -2% | -11% | -39% | 6% | 10% | 5% | 0%
CN(C(=S)Nc1cccnc1)c1ccc(O)cc1 | 1% | 1% | 0% | 4% | 5% | -4% | -5% | 20% | -20% | 32%
CCCCn1c(N)c(N(CC)C(=O)C2CCN(C(=O)c3ccccc3C)CC2)c(=O)[nH]c1=O | nt | 0% | 2% | -9% | 9% | -5% | nt | -2% | nt | nt
CCCCOc1ncnc2c1[nH]c1ccc(OCC)cc12 | -2% | -2% | -1% | -16% | nt | 11% | -2% | -4% | 5% | 2%
O=C(OCc1cc2ccccc2[nH]c1=O)c1ccco1 | 40%[activator] | 3% | 0% | -8% | -6% | -3% | -1% | 13% | 1% | -23%
Cn1c(NCc2ccco2)nc2c1c(=O)n(Cc1ccc(Cl)cc1Cl)c(=O)n2C | -8% | -3% | -3% | -4% | 4% | -4% | 2% | -5% | -3% | -9%
O=C1CC(Cc2ccccc2)C(=O)N1CCCn1ccnc1 (stereo not drawn) | -5% | -4% | -3% | -2% | nt | nt | -2% | 7% | 4% | -14%
O=C(Nc1c(Cl)cccc1Cl)c1cc(-c2ccco2)on1 | 5% | -2% | 15% | 0% | -2% | 37% | ? | 1% | 0% | -1%
Cc1cccc(OCc2n[nH]c(=S)n2C2CCCCC2)c1 | -7% | -4% | 0% | -1% | -19% | -57% | 2% | 12% | 1.3µM* | 0.79µM*
CC(C)c1ccc(C(=O)NN2CCOCC2)cc1 | 16% | -3% | -13% | 3% | 4% | 17% | 0% | 4% | ? | ?

Three compounds already listed, sorted by their value in uPA generation, descending.
SMILES	uPA generation
CC(C)c1ccc(C(=O)NN2CCOCC2)cc1	4%
O=C(NCC1CCCO1)c1ccccc1-c1nc(-c2ccccc2F)no1 (stereo not drawn)	2%
CCOc1ccc2ccccc2c1/C=N/NC(=O)c1cc(C)[nH]n1	0%

Continued:
SMILES | MBNL1 CUG block | NPC1 promoter act | ELG1 genotox | Rab9 prom act | uPA generation | BRCA1 expr act | FLuc modulator | p53 reactivator | VP16 counter | RORg inh
O=C(c1ccco1)N1CCCC(c2nc3c(nnn3Cc3cccc(Cl)c3)c(=O)[nH]2)C1 (stereo not drawn) | 0% | 1% | 2% | 1% | -4% | -34% | 0% | -5% | 4% | 1%
CCOC(=O)N/N=C/c1c(C)c(C(=O)c2ccc(F)cc2)n2ccccc12 | 7% | 3% | -18% | -2% | 2% | 2% | -2% | -4% | ? | 4%
CCN(c1ccc2c(c1)OCO2)S(=O)(=O)c1cc(Br)cc2c1N(C(=O)C1CC1)CC2 | -1% | 0% | -6% | 2% | 3% | -49% | 5% | 3% | -22% | 17%
Cn1ccc(=Nc2ccc(NC(=O)c3ccc(N=c4ccn(C)c5ccc([N+](=O)[O-])cc45)cc3)cc2)cc1 | ? | -4% | -5% | -5% | 16% | -79% | -2% | 7% | 2% | ?
CCC(C)NC(=O)c1cnn2c1NC(c1cccs1)CC2C(F)(F)F (stereo not drawn) | -6% | -3% | 1% | 1% | 1% | -17% | 6% | 2% | -1% | -6%
Cc1cc2occ(CC(=O)N(C)CC(=O)Nc3ccc(F)cc3)c2cc1C | nt | 0% | -1% | 0% | -15% | -2% | -2% | -7% | nt | nt
CCOC(=O)c1c(NC(=S)NC(=O)c2ccc(Cn3cc(Cl)cn3)o2)sc2c1CCC(C)C2 (stereo not drawn) | -7% | -10% | 11% | -5% | 14% | -39% | 3% | 12% | -6% | ?
CC(C)(C)NC(=O)NC(=O)COC(=O)c1cccc(S(=O)(=O)N2CCCCC2)c1 | -10% | -4% | 3% | -9% | -1% | 1% | 0% | -5% | -4% | 3%
CSc1ccccc1NC(=O)CN(C)CC(=O)Nc1ccc(S(=O)(=O)N2CCCC2)cc1 | nt | nt | 3% | nt | 3% | -4% | nt | -1% | nt | nt
CC(=O)c1cccc(NC(=O)CC2S/C(=N/N=C/c3ccccc3)NC2=O)c1 (stereo not drawn) | ? | -1% | 5% | -3% | -13% | -9% | -2% | 2% | -11%[10 µM] | 0%
CC1=NN(c2nc(-c3ccc(C)cc3)cs2)C(=O)C1N=Nc1ccccc1O (stereo not drawn) | 15% | -38%[inhibitor] | -8% | -52%[inhibitor] | -1% | -62% | 11µM* | 4% | 3% | 3%
CCc1nc(SCc2cccnc2)c(C#N)cc1C | -7% | 0% | 5% | -15% | nt | -15% | -1% | -5% | -5% | -1%
CCNC(=S)N1CCN(C(=O)c2ccco2)CC1 | -6% | 1% | 1% | 0% | nt | 0% | 0% | 20% | -4% | 1%
C/C1=C\CCC2C(/C=C(\C)CC1)OC(=O)C2CN1CCCCC1 (stereo not drawn) | -16% | -5% | -1% | -10% | -17% | -75% | -1% | -14% | 8% | 11%
O=C(/C=C/c1ccccc1)N1CCN(c2cccc(Cl)n2)CC1 | -3% | 0% | -4% | -2% | nt | 5% | ? | -2% | 0% | 13%
O=S(=O)(NC(=NCc1ccccc1)c1ccccc1)c1ccccc1 | -4% | -34%[inhibitor] | 0% | -5% | 3% | -4% | -2% | 0% | 7% | ?
CCN(CC)C(=O)C(=O)N/N=C/c1ccc(Br)cc1 | ? | 0% | 0% | -6% | 1% | 6% | ? | -2% | -7%[0.365 µM] | 51%
O=C(Nc1ccon1)c1nc[nH]c1C(=O)N1CCN(c2ccccc2)CC1 | nt | nt | 4% | nt | 7% | 1% | nt | -5% | nt | nt
COc1ccc(O)c(-c2cc(-c3ccccc3Cl)[nH]n2)c1 | -4% | 24% | ? | 24% | -17% | 0% | 11µM* | 15% | ? | ?
CCCC[C@@H]1CNC(=S)N1CC1CCCCC1 | 1% | -2% | 0% | 0% | 2% | -5% | -1% | -2% | 6.3µM* | 1.4µM*
O=C(/C=C/c1ccccc1)OCC(=O)c1ccc[nH]1 | nt | 13% | 8% | ? | -1% | 1% | ? | 13% | nt | nt
O=C(CSc1nc(-c2ccco2)cc(C(F)(F)F)n1)NCCN1CCOCC1 | ? | -11% | 1% | -7% | 4% | 5% | -1% | -2% | -20% | -1%
Cn1c(SCC(=O)NC(C)(C)C)nnc1-c1cccc(NC(=O)c2ccccc2F)c1 | -1% | -3% | -8% | 8% | 0% | 2% | -2% | -5% | 1% | 4%
Cn1c(=O)c2c(nc(NN=C3CCCC3)n2C)n(C)c1=O | -6% | 2% | -6% | -2% | -18% | -2% | 3% | 18% | 1% | 2%

Screens: PubChem BioAssay, National Center for Advancing Translational Sciences (NCATS)
